Screening results (PubChem BioAssay)
EWS-Fli inh = EWS/Fli transcriptional activity inhibition. hit rate 0.67% among 350,000. A673 NR0B1-luciferase reporter, viability-normalised. AID 651661. inhibition, % at 12.6 µM;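 active = mean inhibition of at least 50% after viability correction, with every replicate also passing that limit; inconclusive = mean reaches 50% but only one of two replicates passes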;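 also: firefly luciferase signal divided by Alamar Blue viability fluorescence both relative to DMSO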
DENV2 CPE rescue = inhibitors of DENV2 cytopathic effect. DENV2-infected cells, cytopathic effect rescue, plate reader. CPE inhibition, % at 9.99 µM. hit rate 1.7% among 350,000. AID 651640; in the data active = CPE inhibition above about 20%, passing the limit was not always enough; inconclusive = no clear call, values can overlap the other calls; tested in BHK-21 cells;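 also: 0% = median of neutral control wells and 100% = median of positive control wells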
F508del corr = correctors of CFTR F508del function in bronchial epithelial cells; activity (quench increase), % at 7.58 µM; hit rate 0.36% among 350,000; CFBE cells, YFP halide quenching; stimulated with forskolin plus potentiator P3; % fluorescence drop versus neutral controls;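 active = mean added fluorescence quench of at least 8% versus neutral control, with both replicates also reaching 8%; inconclusive = only one of the mean or replicate conditions met; inactive = mean below 8% and not both replicates reaching 8%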;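 also: cells transiently co-express mutant CFTR-F508del with the halide-sensitive YFP; corrector assay measuring rescue of mutant channel to the surface after 24 h compound exposure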
FN deposit inh = fibronectin deposition inhibition; AH1F fibroblasts, Alexa488-fibronectin deposition fluorescence, overnight; inhibition, % at 12.6 µM; hit rate 0.086% among 350,000; AID 743247;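 active = mean inhibition across replicates of 30% or more, regardless of how many single replicates reach that level; inconclusive = mean under 30% yet at least half of replicates reach 30%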;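 also: positive control wells lacked labelled fibronectin entirely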
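Material: AH1F fibroblasts assembling fluorescent fibronectin matrix; amount: 10000 AH1F cells/well; medium: DMEM, 2% serum; reagent: Alexa488-fibronectin, 24 nM final in well; dosing: single compound dose, delivered by pin transfer; incubation: 1 h adhesion, overnight exposure; detection: fluorescence after three HBSS washes, excitation 485 nm, emission 525 nm; measure: fibronectin deposition inhibition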
miR122 inh = miR-122 inhibition in Huh7 cells; Huh7 miR-122 Renilla luciferase sensor, 48 h; neutral wells = 0, positive control = 100; activation (reporter increase), % at 12.5 µM; hit rate 0.3% among 340,000; AID 602342;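 active = mean replicate activation score at least 90 and every replicate individually at or above 90; inconclusive = only one of the two criteria met; inactive = neither criterion met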;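 also: higher luciferase means less miR-122 activity so hits act as miR-122 inhibitors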
INS-1E GSIS act = primary screen for activators of insulin secretion dependent on glucose, INS-1E cells, GLuc reporter luminescence. activation, % at 16.6 µM. AID 743287. INS-1E GLuc reporter insulin secretion, 2-3 h. hit rate 0.61% among 370,000;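 active = lowest replicate activation of at least 40%, so every replicate reaches that level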;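 also: 0% = median of neutral control wells and 100% = median of IBMX positive control wells; some compounds called inactive have numbers as strong as hits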
PAX8 inh HTS = PAX8 transcriptional activity inhibition; hit rate 1.2% among 360,000; RMG-I TPO-luciferase reporter, SteadyGlo, 24 h; inhibition, % at 12.6 µM;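 active = mean replicate inhibition at least 60% with every replicate also reaching 60%; inconclusive = only one of the two criteria is met; inactive = mean below 60% and not all replicates reaching 60%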;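 also: luciferase light reporting Pax8 driven TPO promoter activity; plate controls were median of neutral control wells for no effect and mitoxantrone controls for full effect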
Starred values were filed as active, the others as inactive; ? = inconclusive; / = not tested or not shown; [ ] = another dose, or the depositor's remark.

SMILES	EWS-Fli inh	DENV2 CPE rescue	F508del corr	FN deposit inh	miR122 inh	INS-1E GSIS act	PAX8 inh HTS
O=C(C[C@@H]1CC[C@@H](NC(=O)Nc2ccccc2F)[C@@H](CO)O1)NCc1ccc(-c2ccccc2)cc1	-3	18	-0.4	/	/	-7	-8
COc1ccccc1CNC(=O)CCN1C(=O)COc2ccccc21	-12	-3	0.8	/	/	15	/
Cc1noc(C)c1S(=O)(=O)Nc1ccc2c(c1)C(=O)N([C@H](C)CO)C[C@@H](C)[C@H](CN(C)S(=O)(=O)c1cn(C)cn1)OCCCC[C@@H](C)O2	-8	-12	-0.8	-3	-3[16.7 µM]	-2	-2
CCOc1c2ccc(C(=O)NCc3ccc(OC(F)(F)F)cc3)cc2nn1CC	-5	16	-6.4	1	2	-10	5
CN(C)S(=O)(=O)c1ccc(N2CCCC2)c(C(=O)N2CCN(c3ccc([N+](=O)[O-])cc3)CC2)c1	11	-9	-2.2	5	-1	9	9
COCCNC(=O)c1ccc(-c2cn[nH]c2)c2ccoc12	-9	-7	1.9	23	-2	34	-11
CCOC(=O)Cn1nc(C)c(NC(=O)c2ccc([N+](=O)[O-])c(C)c2)c1C	3	/	-1.5	/	/	6	-11
C=CCN1C(=O)/C(=C/c2ccc(O)c(OC)c2)S/C1=N/c1nccs1	/	/	/	8	/	-29	-6
COc1ccc(CCNC(=O)c2coc3ccccc3c2=O)cc1OC	-4	8	0.2	8	/	2	9
Cc1ccc(S(=O)(=O)N(C)C[C@H]2OCCCC[C@H](C)Oc3ccc(NS(=O)(=O)c4ccccc4)cc3C(=O)N([C@@H](C)CO)C[C@@H]2C)cc1	-6	-5	0.2	/	-3[16.7 µM]	-14	50
COc1ccc(C)cc1-n1nnnc1SCC(=O)Nc1cc(C)on1	2	1	0.5	/	/	1	/
COc1ccc(/C=C2\SC(=N)N(c3nccs3)C2=O)cc1OC	13	-9	/	4	/	16	22
COC(CNC(=O)CNC(=S)N(Cc1ccccc1)Cc1cccs1)OC	1	-1	-3.4	6	1	-3	31
O=C(Nc1cccnc1)C1CCCN(c2ncnc3c2nc2n3CCCCC2)C1 (centres undefined)	3	4	-1.2	1	/	16	6
O=C(CSc1nnc2ccccn12)NNC(=O)c1ccc([N+](=O)[O-])cc1	1	11	-1.7	-2	-31	7	-7
COc1ccc(S(=O)(=O)Nc2ccc3c(c2)C(=O)N([C@@H](C)CO)C[C@@H](C)[C@@H](CN(C)S(=O)(=O)c2ccc(C)cc2)OCCCC[C@@H](C)O3)cc1	-11	1	0.7	-4	-13[16.7 µM]	7	67*
CC(C)c1ccc(/C=N/NC(=O)c2cccc(Cl)c2)cc1	/	/	/	8	/	-36	-15
COc1ccccc1NC(=O)COc1ccc2ccccc2c1	-3	-12	-0.2	/	/	-2	6
Cc1cccc(C)c1OCC(=O)Nc1ccc(NC(=O)c2ccco2)cc1	1	1	-1.3	/	1	7	2
CCN(CC)S(=O)(=O)c1ccc(OC)c(NC(=O)c2cn(CC)c3nc(C)ccc3c2=O)c1	3	-5	2.0	/	/	3	7
Cc1cccn2c(=O)c3cc(C(=O)NCc4ccco4)c(=N)n(C4CCCC4)c3nc12	12	3	-0.3	2	3	11	-13
CC(=O)c1ccc(S(=O)(=O)Oc2ccc(C(=O)O)cc2Cl)cc1	4	?	1.3	1	0	28	/
CC1(c2ccccc2)NC(=O)N(CC(=O)Nc2cc(C(F)(F)F)ccc2N2CCCCC2)C1=O (centres undefined)	5	1	0.5	-13	6	-69	21
CC(=O)Nc1ccc(S(=O)(=O)NNC(=O)COc2ccc(Cl)cc2Cl)cc1	1	-1	-0.4	-11	19	1	-11
COc1cccc(C2=NOC(C(=O)Nc3cccnc3Cl)C2)c1OC (centres undefined)	-11	9	1.1	2	-9	8	-10
O=C(C[C@H]1C=C[C@H](NC(=O)c2ccncc2)[C@@H](CO)O1)NCC1CCCCC1	-7	4	-2.1	1	/	10	/
Cc1ccc(S(=O)(=O)N(C)c2ccc(C(=O)NCC(c3ccccc3)N3CCCC3)cc2)cc1 (centres undefined)	11	-2	0.6	-3	-8	/	5
CCCNC(=O)C[C@@H]1CC[C@H]2[C@@H](COC[C@H](O)CN2C(=O)Nc2ccc(Cl)c(Cl)c2)O1	-3	3	1.6	-3	4[16.7 µM]	-21	-2
C/C=C/c1ccc2c(c1)O[C@@H](CN(C)C(=O)Cc1ccccc1)[C@H](C)CN([C@@H](C)CO)S2(=O)=O	0	3	-0.1	1	15[16.7 µM]	-21	/
Cc1sc(NC(=S)NC(=O)c2ccc(C(C)(C)C)cc2)c(C#N)c1C	/	/	/	-5	-1	1	/
O=C(Nc1ccccc1)N1CCCCN2[C@H](C1)[C@H](c1ccc(-c3ccccc3F)cc1)[C@@H]2CO	1	-7	1.9	/	-2[16.7 µM]	-14	-18
COc1ccc(C(=O)NCc2nnc(SCC(=O)N3CCCCCC3)o2)cc1OC	/	4	-1.2	-5	/	17	1
Cc1ccc([C@@H]2CC(=O)[C@@H]3CN(S(=O)(=O)c4ccc(C)cc4)[C@H](c4ccc(Cl)cc4)C[C@@H]3N2S(=O)(=O)c2ccc(C)cc2)cc1	4	7	-2.5	-1	-4	-27	7
Cc1ccc(NC(=O)NNC(=O)c2ccccc2)cc1	-9	3	-0.7	0	5	0	11
Cc1ccsc1C(=O)NCC(c1cccs1)N1CCOCC1 (centres undefined)	7	-1	-3.0	-2	-2	15	-2
COc1ccc(C(=O)COC(=O)CCN=C2NS(=O)(=O)c3ccccc32)c(OC)c1	0	82*	1.4	-1	/	10	0

Given with two lines to a compound: entries from further up
Fields – EWS-Fli inh	DENV2 CPE rescue	F508del corr	FN deposit inh	miR122 inh	INS-1E GSIS act	PAX8 inh HTS
> C/C=C/c1ccc2c(c1)O[C@@H](CN(C)C(=O)Cc1ccccc1)[C@H](C)CN([C@@H](C)CO)S2(=O)=O
    0	3	-0.1	1	15[16.7 µM]	-21	/
> Cc1sc(NC(=S)NC(=O)c2ccc(C(C)(C)C)cc2)c(C#N)c1C
    /	/	/	-5	-1	1	/

Other records:
SMILES	EWS-Fli inh	DENV2 CPE rescue	F508del corr	FN deposit inh	miR122 inh	INS-1E GSIS act	PAX8 inh HTS
CCOC(=O)c1cnc(C(F)(F)F)nc1Oc1ccccc1	6	1	-1.4	4	/	/	-6
O=C(NS(=O)(=O)c1ccc2ccc(S(=O)(=O)NCCSc3ccccc3)cc2c1)c1cccc2ccccc12	-19	-3	5.0	-1	/	-7	7
Cc1ccc(OCCC(=O)Nc2ccc(S(=O)(=O)Nc3cc(C)nc(C)n3)cc2)cc1	5	-4	-0.8	10	/	10	7
COc1cccc(Nc2nc(-c3ccccc3O)nc3ccccc23)c1	16	0	2.5	-5	-1	-10	-6
CNC[C@@H]1Oc2cc(-c3ccc(OC)cc3)ccc2S(=O)(=O)N([C@H](C)CO)C[C@H]1C	6	2	-2.5	2	-11[16.7 µM]	32	/
CCCCCn1c(SCc2ccncc2)nc2cc(C(=O)NCc3ccco3)ccc2c1=O	10	7	-0.2	/	-4	-12	/
C#CC[N+](CC)(CC)CC#Cc1ccccc1	-1	2	1.7	0	-2	16	14
CSc1ncccc1C(=O)Nc1ccc2nc(C)sc2c1	-37	-1	1.3	4	6	-2	-21
COc1ccc(S(=O)(=O)N(C)C[C@H]2Oc3ccc(NS(=O)(=O)c4ccc(F)cc4)cc3C(=O)N([C@H](C)CO)C[C@H]2C)cc1	-2	5	-2.0	/	22[16.7 µM]	-12	-13
CCC(=O)N(C)C[C@H]1Oc2cc(-c3ccccc3OC)ccc2S(=O)(=O)N([C@H](C)CO)C[C@H]1C	5	6	-1.4	/	60[16.7 µM]	8	1
C=CCNC(=S)NNC(=O)c1ccc(Br)cc1	/	/	/	0	/	20	-4
CCC(C)CCN1C(N(C)C)=NC[C@@H]1CC(C)C (some centres undefined)	-4	-4	-2.1	3	6	-5	-10
O=C(Cn1cnc2ccccc2c1=O)N/N=C/c1ccc(Br)cc1	15	9	-0.9	-2	-2	/	9
Cc1ccc(-c2ccc3c(c2)O[C@H](CN(C)C(=O)C2CCCCC2)[C@H](C)CN([C@@H](C)CO)S3(=O)=O)cc1	16	/	-1.8	-12	-14[16.7 µM]	-7	/
C/C(=N\NC(=O)c1ccc(C)cc1C)c1ccc(-n2ccnc2)cc1	/	/	/	3	/	22	-27
CO[C@@H]1CN(C)C(=O)c2ccc(NC(=O)NC3CCCCC3)cc2OC[C@@H](C)N(CCc2ccccc2)C[C@H]1C	7	6	-2.7	11	/	-1	66*
O=C(O)Cn1ccnc1[N+](=O)[O-]	9	-2	-1.5	/	/	/	8
CCOc1ccc(NC(=O)c2ccc3[nH]c(=O)c(=O)[nH]c3c2)cc1	/	1	4.6	1	-1	-2	1
NS(=O)(=O)c1cc(C(=O)OCC(=O)Nc2ccc(N3CCCCC3)cc2)ccc1Cl	-10	5	0.0	1	-2	-11	1
O=c1[nH]c2ccc(NC(=S)NCCc3ccccc3)cc2[nH]1	-7	-1	1.8	3	-1	-8	7
O=C(O)CN1C(=O)/C(=C/c2ccsc2)SC1=S	1	-1	0.1	2	-5	-6	15
CC(C)Cn1c(N)c(C(=O)CSc2nnc(-c3ccco3)n2C)c(=O)n(C)c1=O	-1	-6	0.5	5	-3	7	-21
O=C(CN1C(=O)/C(=C\c2cccs2)SC1=S)Nc1cccc(C(=O)O)c1	2	-2	-0.5	-1	-2	11	3
CC1=C(C(=O)OC2CCCC2)C(c2coc3ccccc3c2=O)C2=C(CC(C)(C)CC2=O)N1 (centres undefined)	7	-3	-0.8	-8	-6	-13	12
O=C(CN1CCCCC1)Nc1ccc(NC(=O)c2ccccc2Cl)cc1Cl	14	-18	4.1	7	3	-7	-17
Cc1noc(C)c1NC(=O)N(C)C[C@@H]1Oc2ccc(NS(=O)(=O)c3ccccc3)cc2C(=O)N([C@@H](C)CO)C[C@@H]1C	-7	-1	0.8	/	2[16.7 µM]	15	-18
CC(C)C[C@@H](CN1CCCC1CN1C(=S)NC[C@@H]1Cc1ccc(O)cc1)N1C[C@H](Cc2ccccc2)N(CC2CCCCCC2)C1=S (some centres undefined)	18	-10	4.2	/	-7	-4	17
C[C@@H]1CN([C@H](C)CO)C(=O)c2cc(NC(=O)NC3CCCCC3)ccc2O[C@@H]1CN(C)Cc1ccc(Oc2ccccc2)cc1	-1	-1	-4.5	/	21[16.7 µM]	-35	/
Cc1cc(C)c(C)c(OCCN2CC(C)OC(C)C2)c1 (centres undefined)	6	12	-2.3	-7	-2	4	6
O=C(CSc1nc(-c2ccccc2)cc(=O)[nH]1)Nc1ccccc1	1	-2	-1.7	0	-2	4	-15
CC(=O)NC12CC3CC(C1)CC(C(=O)N(C)CC(=O)Nc1cccc(F)c1)(C3)C2	5	-3	-3.9	7	-4	9	4
CCOc1ccc(C(C(=O)NC2CCCCC2)N(C(=O)Cc2cccs2)c2ccc(-n3cnnn3)c(OC)c2)cc1 (centres undefined)	/	/	/	-1	/	2	5
O=C(CNC(=O)c1ccc(Br)o1)Nc1ccc(N2CCCCCC2)cc1	-23	-10	2.7	-7	5	-3	-23
CCCC(=O)Nc1ccc2c(c1)OC[C@H](C)N(C(=O)c1cnccn1)C[C@H](C)[C@@H](OC)CN(C)C2=O	-10	10	3.9	-7	/	-18	-13
O=C(O)/C=C\C(=O)Nc1cccc(C(=O)Nc2cccc(O)c2)c1	-16	7	-0.3	-12	/	-3	-12
C[C@H](CO)N1C[C@H](C)[C@H](CN(C)Cc2ccc(Oc3ccccc3)cc2)Oc2c(NC(=O)Nc3ccc(C(F)(F)F)cc3)cccc2C1=O	2	-8	-2.3	-6	-7[16.7 µM]	-19	/
Cc1ccccc1Cn1cnc2ccccc21	6	-3	-4.2	2	-3	6	0
